TRPML3 agonist – activates the human TRPML3 channel; Q8TDD5; HEK293 TRPML3-YFP, Fluo-8 calcium fluorescence; 100% = the carbachol control signal; activation, % at 3 µM; 0.29% of 220,000 active;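 active = activation above its plate's cutoff, the mean activation of the plate's test wells plus 3 SD, cut at about 12% in these data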;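 note: 0% = DMSO only wells and 100% = carbachol wells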
Target sequence (Q8TDD5 whole entry, looked up): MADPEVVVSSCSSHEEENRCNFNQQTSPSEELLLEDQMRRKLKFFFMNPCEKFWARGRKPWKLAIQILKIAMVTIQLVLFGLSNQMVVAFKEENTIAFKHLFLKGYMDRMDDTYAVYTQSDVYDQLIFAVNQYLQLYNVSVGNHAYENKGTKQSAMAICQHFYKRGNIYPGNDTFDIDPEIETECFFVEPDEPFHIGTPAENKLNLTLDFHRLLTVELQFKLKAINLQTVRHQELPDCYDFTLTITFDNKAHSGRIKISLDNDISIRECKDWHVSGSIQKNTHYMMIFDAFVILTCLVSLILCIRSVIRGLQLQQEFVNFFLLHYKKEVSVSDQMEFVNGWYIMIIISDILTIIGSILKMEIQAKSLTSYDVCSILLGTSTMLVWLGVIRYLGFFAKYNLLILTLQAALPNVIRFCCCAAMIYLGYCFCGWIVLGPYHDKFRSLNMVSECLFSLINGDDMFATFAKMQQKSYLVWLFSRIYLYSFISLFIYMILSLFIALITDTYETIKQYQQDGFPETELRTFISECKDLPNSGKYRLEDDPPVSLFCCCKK
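system = HEK293 cells stably carrying human TRPML3-YFP | doses = one concentration, 3 µM nominal, 0.3% DMSO | timing = dye loading 1 h 37 °C then 30 min ambient, 125 s read | detection = Fluo-8 calcium dye fluorescence, ex 470-495, em 515-575 nm | benchmarks = high control carbachol 87 µM, low control DMSO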
EBV gp42 inh – EBV gp42 inhibition; Fluorescence polarization binding assay, mP read-out; inhibition, % (tested at 21.74 µM); 0.42% of 220,000 active; AID 1085; in the data active = inhibition above about 50%
Target sequence (Q1HVG2 whole entry, looked up): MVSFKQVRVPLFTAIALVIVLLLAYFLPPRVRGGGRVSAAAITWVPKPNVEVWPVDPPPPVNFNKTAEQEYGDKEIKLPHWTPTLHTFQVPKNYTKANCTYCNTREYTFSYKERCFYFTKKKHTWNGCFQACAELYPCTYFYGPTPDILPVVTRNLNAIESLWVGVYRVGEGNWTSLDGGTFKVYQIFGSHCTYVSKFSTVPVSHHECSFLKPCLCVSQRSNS
m-calpain inh – blocks pig calpain II enzyme activity; inhibition, % at 16 µM; purified calpain II, fluorogenic peptide substrate, 30 min; AID 1236; 0.37% of 220,000 active;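 active = inhibition above about 50%, limit read from the data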
Furin inh – human furin inhibition | purified furin, fluorogenic substrate cleavage | inhibition, % at 30 µM | 0.061% of 220,000 active | P09958; in the data active = inhibition above about 25%; note: inactives centre near -15
PPC-1+TRAIL kill – kills PPC-1 cancer cells in the presence of TRAIL. 0.41% of 220,000 active. PPC-1 cells + TRAIL, ATPLite viability luminescence. cell killing (% activity), % at 4 µM;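 active = cell killing above 50% in the first pass at 4 µM, then a duplicate retest at 5 µM averaging 50% or more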;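 note: plate controls were cells with TRAIL plus DMSO for no effect and medium-only wells lacking cells for full effect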
Thrombin inh – blocks human thrombin protease activity; alpha-thrombin, Boc-VPR-AMC fluorogenic substrate cleavage; inhibition, % at 5 µM; 0.26% of 220,000 active;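 active = inhibition at or above 40%; inactive = inhibition below 40%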;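 note: 0% = enzyme with no compound and 100% = wells without enzyme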
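System – human alpha-thrombin · Medium – pH 7.5 Tris (50 mM) with NaCl 150 mM, Tween 20 0.05% · Compound – single-point dosing at 5 µM, 0.2% DMSO · Incubation – enzyme reaction carried out at room temperature · Technique – fluorescence of released AMC, ex 355 nm, em 460 nm · Read-out basis – % inhibition of thrombin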
KCC2 mod – modulates chloride dependent transport by human KCC2; B-score of Tl+ flux slope (higher = more flux/activation; lower = inhibition) at 10 µM; KCC2 cells, thallium flux FluoZin-2 fluorescence; 2.2% of 190,000 active; AID 1456;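 active = thallium flux slope and its plate-corrected score both differing from the plate sample mean at a set confidence after two filtering rounds, in either direction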;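 note: slope of fluorescence scaled to starting intensity during 10 to 20 s after thallium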
TRPN1 ag – activates the zebrafish TRPN1 channel. 0.18% of 220,000 active. AID 1424. HEK293 zebrafish TRPN1-YFP, Fluo-8 calcium fluorescence; 100% = response to 87 µM carbachol. activation, % at 3 µM;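 active = activation above its plate's cutoff, the mean activation of test wells on that plate plus 3 SD, cut at about 19% in these data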;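 note: 0% = DMSO alone and 100% = 87 µM carbachol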
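Material: zebrafish TRPN1-YFP in HEK293 cells. Doses: one dose of 3 µM, 0.3% DMSO. Incubation: dye 1 h 37 °C plus 30 min RT. Measured by: intracellular calcium fluorescence with Fluo-8.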
Tb hexokinase – blocks Trypanosoma brucei hexokinase 1 activity. recombinant TbHK1, G6PDH-coupled NADH A340. 0.11% of 220,000 active. inhibition, % at 10 µM;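 active = inhibition of 50% or more in the single-dose primary screen; inactive = inhibition below 50%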
An asterisk follows results filed as active; . = no result given; [ ] = dose if it differs, or a comment. Rows were taken by chance. About 3.6% of those tested had a hit in this group.

SMILES	TRPML3 agonist	EBV gp42 inh	m-calpain inh	Furin inh	PPC-1+TRAIL kill	Thrombin inh	KCC2 mod	TRPN1 ag	Tb hexokinase
C=CCN(C)NC(=S)Nc1ccccc1	0.5	-7	-7	-31	3	-8	-0.96	-0.8	9
CC1CC(C)(C)NC(=O)O1 (centres undefined)	0.6	-12	10	-23	22	-3	0.15	-0.6	2
OC(c1ccccc1)c1cccnc1 (centres undefined)	0.1	3	28	-7	24	-3	0.23	-1.0	-2
Cc1ccc(C)c(OCCOCCN2CCOCC2)c1	-0.1	-20	7	-12	15	1	0.61	0.7	3
CCN1CCCC1CN(Cc1cc2ccc(C)cc2[nH]c1=O)C(=S)Nc1ccc(OC)cc1 (centres undefined)	0.2	-10	-8	-30	7	-3	-0.066	0.4	4
COc1cccc(OCCN2CCN(c3ncnc4c3cnn4-c3ccccc3)CC2)c1	1.6	-8	21	-10	5	1	-1.7	1.7	-14
Cc1c(C(C)C)c(=O)n(-c2ccc(S(=O)(=O)NCc3ccccc3)cc2)n1C	4.0	-3	33	-18	20	0	-1.7	8.5	-2
COc1ccc(NC(=O)CSc2ccc3c(c2)OCCO3)cc1OC	2.0	-20	13	-11[20 µM]	14	21	0.058	4.3	-1
O=C(Nc1ccc(F)cc1F)c1cc2nc3c(c(C(F)(F)F)n2n1)CCCC3	0.3	-19	-53	-22	6	-1	0.19	2.0	19
CCn1c(N)[n+](CC(=O)Nc2ccc(SC(F)F)cc2)c2ccccc21	0.4	1	-15	-22	18	-1	0.77	2.5	12
NC(=S)N/N=C/c1cc([N+](=O)[O-])ccc1Cl	0.1	-4	34	-18	20	-18	0.13	0.9	-9
O=C(CO/N=C/c1ccccc1OC(F)F)NCc1ccco1	-0.2	-8	-7	-26	10	2	-0.55	-0.1	9
COc1ccc(C(=O)CCC(C)(C)[N+](=O)[O-])cc1OC	0.1	-4	-2	-13	8	.	0.48	-0.8	-5
O=C1CC(/C=C/c2ccc([N+](=O)[O-])cc2)=Nc2ccccc2N1	1.6	0	-7	-4	-7	0	-0.78	4.1	-33
CCOC(=O)c1sc(SC)c2c1CCCC2=O	-0.5	-13	8	-7	-2	-2	-2	-1.2	-28
Cc1cccc(C2c3[nH]c4ccccc4c3CCN2C(=O)c2ocnc2C)n1 (centres undefined)	-0.9	-2	-9	-21	14	0	-0.11	-0.5	0
Cc1cc(C(=O)NNc2ccc(F)cc2F)no1	1.1	-5	-25	-26	10	-3	1.3	1.5	-6
C=CCn1c(SCc2csc(-c3ccc(Cl)cc3)n2)nnc1-c1ccccc1OC	-0.7	-23	16	-12	14	3	-1	-1.8	8
O=[N+]([O-])c1ccc2nccn2c1	0.6	-16	3	-10[20 µM]	-20	-5	.	-0.9	-5
Cc1ccc(-c2csc3nc4cc(C(N)=O)ccc4c(=O)n23)cc1	.	-9	-210	-32	-1	-3	0.34	.	-17
O=c1sc2ccccc2n1CCOc1ccccc1	-1.9	-20	-8	-8	20	4	-0.58	-3.2	25
Cc1nc2c(C)cccc2cc1C(=O)N/N=C/c1ccc(O)cc1	0.6	-8	4	-10	28	-9	-2.4	-1.9	-8
O=c1oc2c(CN3CCOCC3)c(O)c(Cl)cc2c2c1CCCC2	0.9	-8	-435	-101	8	-25	-0.44	0.2	-13
O=C(N/N=C/c1cn(-c2ccccc2)nc1-c1cccs1)c1ccccc1F	-0.5	2	3	-13	10	-4	0.47	0.2	-9
CC(C)CSc1nnc2[nH]c(=O)cc(N)n12	0.7	-16	-1	-32[20 µM]	24	0	-0.9	0.2	9
Cc1cccc(C(C)C)c1NC(=O)CSc1nncn1C	0.0	-14	-19	-11[20 µM]	31	-3	0.046	-1.0	-4
CC(=O)c1ccc(NC(=O)N2C3CCC2CC(O)(c2cccnc2)C3)cc1 (centres undefined)	1.7	-5	2	-20	15	4	1.4	0.9	-1
C=CCN(c1ccccc1C(=O)NCC(=O)OCC)S(=O)(=O)c1ccc(C)cc1	0.8	-7	-7	-16	12	-10	.	0.1	-8
CC(C)c1cc(C(=O)NNC(=S)NCc2ccco2)c(O)c(C(C)C)c1	0.3	9	-89	-4	10	-8	0.13	-0.6	9
CCOC(=O)c1ccc(NC(=O)CSc2nnc(C3CC3)n2C)cc1	0.8	-9	-12	-7[20 µM]	17	-1	.	0.5	-1
CC(C)(C)C(=O)CSc1nnc(-c2cccs2)n1CC1CCCO1 (centres undefined)	0.3	-9	-6	-2[20 µM]	19	-4	0.58	0.3	6
CCn1c(CSc2nc3ccccc3s2)nnc1SCC(=O)c1ccc(O)cc1O	0.9	6	-26	-17[20 µM]	13	-3	0.45	0.2	-19
CCCCn1c(CN2CCN(c3cccc(Cl)c3)CC2)nc2c1c(=O)n(C)c(=O)n2C	0.5	-17	-63	-23[20 µM]	9	3	-2.4	-0.6	-8
COc1ccc(S(=O)(=O)N(CC(=O)N2CCN(C)CC2)c2ccc(C)cc2)cc1OC	1.1	-3	-52	-17[20 µM]	2	4	-0.033	1.6	-7
C=CCc1cccc(/C=N/n2c(C)nnc2C)c1O	-0.2	30	-63	-14[20 µM]	1	2	-0.32	0.0	-12
O=C(CCC1CCCC1)Nc1ccon1	0.7	-13	-22	-13[20 µM]	13	1	-0.58	0.7	2
Cc1ccccc1C(=O)NC(=S)NCCc1ccccc1	-0.3	4	5	-12	10	-5	8.3*	-1.8	5
c1ccc(C2CCC(N3CCC(N4CCCCC4)CC3)CC2)cc1 (centres undefined)	0.8	-6	-51	-13[20 µM]	11	-1	0.5	1.3	1
Cc1ccccc1NC(=O)c1cc(S(=O)(=O)N2CCOCC2)cs1	-0.2	-17	-3	-25[20 µM]	18	1	-0.53	0.3	-2
COc1ccc(/C(O)=C2/C(=O)C(=O)N(CCN3CCOCC3)C2c2ccccn2)cc1OC (centres undefined)	1.3	1	16	-22[20 µM]	-5	3	.	-1.1	-27

Structures listed above shown as hits in KCC2 mod:
Compound	TRPML3 agonist	EBV gp42 inh	m-calpain inh	Furin inh	Thrombin inh	KCC2 mod	Tb hexokinase
Cc1ccccc1C(=O)NC(=S)NCCc1ccccc1	-0.3	4	5	-12	-5	8.3*	5

New compounds follow
SMILES	TRPML3 agonist	EBV gp42 inh	m-calpain inh	Furin inh	PPC-1+TRAIL kill	Thrombin inh	KCC2 mod	TRPN1 ag	Tb hexokinase
CC1CCN(S(=O)(=O)c2ccc(-c3nnc(SCc4cccnc4)o3)cc2)CC1	0.7	-9	-14	-3	12	0	-0.066	0.4	-4
CC(=O)Nc1ccc(N(C(=O)CNC(=O)c2ccco2)C(C(=O)NCc2ccco2)c2ccccc2F)cc1 (centres undefined)	-0.1	-4	22	-16	3	2	0.1	0.3	7
CC(C)Oc1ccc(C(=O)N(Cc2ccco2)C2CCS(=O)(=O)C2)cc1 (centres undefined)	0.1	0	3	-19	-2	6	0.44	-0.5	-2
COc1ccccc1CSc1nc2ccccc2[nH]1	-1.4	-17	12	-33[20 µM]	-14	5	.	-0.9	6
CCc1ccc2oc(C(=O)NCc3ccc(S(N)(=O)=O)cc3)c(C)c2c1	0.4	7	12	-17	2	0	0.83	1.2	8
Cn1cccc1C(=O)OCC(=O)c1cc2ccccc2o1	-0.6	.	.	-1	3	.	.	0.2	3
CCOC(=O)c1snc2c(=O)[nH]cnc12	0.0	-2	-278	-16	3	-6	0.29	3.7	-20
Cc1nnc(SCC(=O)NC(C)c2ccccc2)[nH]c1=O (centres undefined)	0.8	-6	-30	-14	48	-4	1.1	-0.1	5
CCCc1cc(=O)[nH]c(SCC(=O)NC)n1	0.1	-30	4	-26[20 µM]	-5	-1	0.78	1.2	-3
COc1ccc(N2C(=O)C3NN=C(C(=O)OCc4ccccc4)C3C2=O)cc1 (centres undefined)	0.6	-19	-17	-23	3	-7	-0.98	0.6	-4
CC(=C/c1ccccc1)/C=N/n1cnnc1	1.2	-22	12	-13[20 µM]	17	3	-0.93	2.6	-8
C=C1CSc2nc(=O)c3c4c(sc3n21)CCCC4	-0.6	-20	-14	-19	-23	-3	-0.4	0.8	0
CCc1ccc(C2=C/C(=C/c3cccnc3)C(=O)O2)cc1	0.6	-17	-75	-7	-7	3	0.69	0.3	25
CC1(C)CC(=O)N(c2ccccc2)C1(C)O (centres undefined)	0.5	8	20	-10[20 µM]	8	-4	0.014	-0.7	-2
CC(=O)c1cc(-c2ccccc2)n(CC(=O)NC2CCCC2)c1C	0.5	-11	-18	-12[20 µM]	11	1	-1.4	0.3	-3
CC(=O)Oc1ccc(-c2csc(Nc3ccc(S(N)(=O)=O)cc3)n2)cc1	0.1	2	28	-20	.	-3	-0.29	0.6	-20
CCCCn1c(SCC(=O)Nc2cc(C(F)(F)F)cc(C(F)(F)F)c2)nnc1C(CC)N(C)C (centres undefined)	0.1	8	2	-16	-3	-7	0.058	-0.1	-11
O=S(=O)([O-])CCC[N+]1(CC#Cc2ccccc2)CCCCC1	0.8	-4	-14	-16	.	-10	-0.91	1.6	-4
CCCN1Cc2cccc(C(=O)NCc3ccccc3)c2C1=O	-1.1	-6	25	-20	11	-2	.	-0.7	0
S=C(NCc1ccc(Cl)c(Cl)c1)Nc1ccc2c(c1)OCO2	-0.7	-5	6	-13	9	-3	-0.28	0.7	7
COc1ccc(-c2nn(CCC(=O)O)cc2/C=C2\SC(N)=NC2=O)cc1	0.9	-36	-19	-1	19	-3	-0.45	1.4	-45
Cc1ccccc1NC1C=CS(=O)(=O)C1 (centres undefined)	-0.3	-12	-6	-16	13	-2	.	1.0	-4
CC(C)c1ccc(C(=O)NCCCc2ccccc2)cc1	-1.0	-24	37	-18[20 µM]	14	-19	.	-1.7	-6
O=S(=O)(NCCc1ccccc1)c1cccc2nsnc12	-0.6	-2	23	-5[20 µM]	5	-2	0.26	-0.4	-2
O=S(=O)(CCc1ccccc1)/N=C/c1cccs1	1.2	-21	-23	-20	3	6	-0.4	1.0	3
CCOC(=O)CC(=O)CSc1nc2cc(C)ccc2cc1C	-0.1	2	8	-21[20 µM]	-6	-7	0.48	-1.0	-3
CC(/C=C/c1ccccc1)=N\NC(=O)c1ccc2c(c1)OCCO2	0.1	-6	25	-14	20	10	-2.3	1.1	-29

A different layout for four compounds above.
Each structure is followed by: TRPML3 agonist | EBV gp42 inh | m-calpain inh | Furin inh | PPC-1+TRAIL kill | Thrombin inh | KCC2 mod | TRPN1 ag | Tb hexokinase
Cc1ccccc1NC1C=CS(=O)(=O)C1 (centres undefined)
  -0.3 | -12 | -6 | -16 | 13 | -2 | . | 1.0 | -4
CC(C)c1ccc(C(=O)NCCCc2ccccc2)cc1
  -1.0 | -24 | 37 | -18[20 µM] | 14 | -19 | . | -1.7 | -6
O=S(=O)(NCCc1ccccc1)c1cccc2nsnc12
  -0.6 | -2 | 23 | -5[20 µM] | 5 | -2 | 0.26 | -0.4 | -2
O=S(=O)(CCc1ccccc1)/N=C/c1cccs1
  1.2 | -21 | -23 | -20 | 3 | 6 | -0.4 | 1.0 | 3

Compound activity as filed in PubChem.
